# Bioassay records: PubChem, The Scripps Research Institute Molecular Screening Center
# ZTA DNA inh: counter-screen for EBNA-1 inhibitors: inhibitors of Epstein-Barr virus ZTA | P03206 | ZTA-DNA binding, fluorescence polarization | inhibition, % at 11 µM | actives 0.15% (n = 320,000) | AID 2234; in the data active means inhibition above about 33%
# Target sequence (P03206 whole entry, looked up): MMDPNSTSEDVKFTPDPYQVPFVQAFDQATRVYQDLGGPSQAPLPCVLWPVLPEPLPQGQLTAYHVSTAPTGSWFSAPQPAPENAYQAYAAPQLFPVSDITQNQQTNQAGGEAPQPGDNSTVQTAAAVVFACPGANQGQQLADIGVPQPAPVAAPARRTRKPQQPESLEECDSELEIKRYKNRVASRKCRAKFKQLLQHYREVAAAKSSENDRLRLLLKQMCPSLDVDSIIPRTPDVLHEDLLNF
# EBNA-1 inh: blocks EBNA-1 binding to DNA; EBNA-1 DNA binding, fluorescence polarization; inhibition, % at 14.8 µM; actives 0.34% (n = 300,000); in the data active means inhibition above about 28%
# PAD4 FP inh: inhibitors of human PAD4 | Q9UM07 | recombinant PAD4, RCA probe fluorescence polarization | inhibition, % at 6.36 µM | actives 0.41% (n = 330,000) | AID 485272;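 active means percent inhibition above a cutoff equal to the mean of all tested compounds plus 3 SD, cut at about 15% in these data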;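 further: 0% = PAD4 with RCA probe and DMSO and 100% = probe without PAD4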
# PAFAH2 FP inh: inhibitors of human PAFAH2 | AID 492956 | inhibition, % at 3.39 µM | recombinant PAFAH2, FP-rhodamine activity probe, fluorescence polarization | Q99487 | actives 0.99% (n = 340,000);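 active means inhibition above the mean over all tested compounds plus 3 SD, cut at about 30% in these data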;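 further: inhibitors block probe labeling of enzyme so polarization drops; 0% = enzyme with DMSO and 100% = wells lacking PAFAH2 protein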
# GSTO1 inh: blocks human GSTO1 in RBBP9 counter-screen; inhibition, % at 5.96 µM; actives 1.1% (n = 300,000); P78417; recombinant GSTO1, activity-based probe fluorescence polarization;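 active means inhibition above the campaign mean inhibition plus 3 SD, cut at about 35% in these data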;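 further: 0% = GSTO1-1 with DMSO and 100% = wells lacking GSTO1-1 enzyme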
# Target sequence (P78417 whole entry, looked up): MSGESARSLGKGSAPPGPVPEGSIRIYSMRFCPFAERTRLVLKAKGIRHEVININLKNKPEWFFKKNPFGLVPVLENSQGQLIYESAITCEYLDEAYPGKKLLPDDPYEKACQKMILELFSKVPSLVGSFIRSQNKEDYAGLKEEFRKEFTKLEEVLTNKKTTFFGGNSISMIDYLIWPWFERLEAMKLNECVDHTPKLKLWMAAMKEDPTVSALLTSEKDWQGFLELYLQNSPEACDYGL
# LYPLA1 counter: counter-screen for PME1 inhibitors: inhibitors of human LYPLA1; O75608; recombinant LYPLA1, FP-Rh probe fluorescence polarization; AID 2174; actives 0.16% (n = 320,000); inhibition, % at 5.9 µM;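 active means inhibition above the mean of all tested compounds plus 3 SD, set per campaign, cut at about 14% in these data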;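 further: inhibitors block serine hydrolase probe labeling of LYPLA1 so polarization falls; 0% = enzyme with DMSO and 100% = wells lacking LYPLA1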
# PREPL inhibitor: human PREPL enzyme inhibition; Q4J6C6; recombinant PREPL, fluorescence polarization activity-based probe; inhibition, % at 5.96 µM; actives 0.68% (n = 320,000); in the data active means inhibition above about 43%;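 further: 0% = enzyme with DMSO and 100% = wells lacking enzyme; many of its hits are not listed in these tables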
# PAFAH1B3 inh: blocks human PAF acetylhydrolase 1B catalytic subunit 3 | recombinant PAFAH1B3, FP-rhodamine probe, fluorescence polarization | inhibition, % at 3.39 µM | actives 0.28% (n = 340,000);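 active means inhibition above the screen-wide average of all tested compounds plus 3 SD, cut at about 25% in these data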;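 further: 0% = enzyme with DMSO only and 100% = wells lacking PAFAH1B3 protein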
# Target sequence (Q15102 whole entry, looked up): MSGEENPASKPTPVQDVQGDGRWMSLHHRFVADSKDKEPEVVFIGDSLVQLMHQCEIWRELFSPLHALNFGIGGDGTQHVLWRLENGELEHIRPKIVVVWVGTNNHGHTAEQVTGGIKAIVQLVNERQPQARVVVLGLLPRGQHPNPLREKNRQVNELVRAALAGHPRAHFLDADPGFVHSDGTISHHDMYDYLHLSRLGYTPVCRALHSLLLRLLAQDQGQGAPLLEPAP
# LYPLA2 counter: counter-screen for PME1 inhibitors: inhibitors of human LYPLA2; O95372; recombinant LYPLA2, FP-Rh probe fluorescence polarization; inhibition, % at 5.9 µM; actives 0.38% (n = 320,000);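 active means inhibition above the screen-wide mean plus 3 SD, limit set per campaign, cut at about 26% in these data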;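 further: 0% = LYPLA2 with DMSO and 100% = wells lacking LYPLA2 enzyme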
# Target sequence (O95372 whole entry, looked up): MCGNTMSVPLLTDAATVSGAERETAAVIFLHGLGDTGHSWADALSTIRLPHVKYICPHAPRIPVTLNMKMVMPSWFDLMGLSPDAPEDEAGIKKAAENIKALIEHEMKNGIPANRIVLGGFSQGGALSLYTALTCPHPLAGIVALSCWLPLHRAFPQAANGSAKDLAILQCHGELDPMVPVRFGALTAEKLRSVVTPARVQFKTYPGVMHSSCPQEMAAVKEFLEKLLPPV
# * = called active by the depositor; nt = no result given.
SMILES	PAFAH2 FP inh	PAFAH1B3 inh	LYPLA2 counter	PAD4 FP inh	LYPLA1 counter	EBNA-1 inh	ZTA DNA inh	GSTO1 inh	PREPL inhibitor
CCN(CC)CCCNC(=O)c1ccc(N2CCCCC2)c(NS(=O)(=O)c2ccc(C)cc2)c1	-4	6	-3	2	3	8	-23	11	17
Cc1cccc(S(=O)(=O)Nc2cccc(-c3cn4ccsc4n3)c2)c1	6	8	12	3	-2	-7	9	-21	-39
CCCN1C(=O)SC(CC(=O)Nc2ccc(C)cc2)C1=O (stereo not drawn)	2	9	0	0	5	-3	-11	15	4
Cn1nccc1NC(=O)CC(CC(=O)O)c1ccccc1 (stereo not drawn)	5	16	6	-2	-1	-7	-3	-3	2
CC1CCC(C(C)C)C(OCC(O)CNC(C)C)C1 (stereo not drawn)	-2	9	2	-5	-3	2	1	-3	4
NC(=S)NNC(=O)COc1ccccc1O	7	2	3	-6	0	-7	-17	16	1
CCSc1nnc(NC(=O)c2nc3nc(C)cc(C)n3n2)s1	-6	8	-2	0	1	-1	11	-1	-1
COC(=O)c1ccc(NS(=O)(=O)c2cc(C)ccc2OC)cc1	9	3	2	-1	-1	5	-6	-5	-7
CSCC[C@H](NC(=O)c1ccc(Cl)c([N+](=O)[O-])c1)c1nc2ccccc2[nH]1	8	-1	-3	7	-2	0	0	7	-4
CC(/C=N/NC(=O)c1ccc2nc(C)[nH]c2c1)=C\c1ccccc1	-1	4	-6	0	-3	-1	-2	-6	-3
O=C(NCCOc1ccccc1)C1CCC(=O)N(CCc2ccccn2)C1 (stereo not drawn)	0	4	2	-1	1	2	-3	3	8
O=C(N/N=C\c1ccc(CNS(=O)(=O)c2ccccc2)o1)C(=O)Nc1ccc(F)cc1	-6	-1	-9	1	-5	1	1	2	-9
Cc1ccc(-c2noc(CCC(=O)NC3CCCC3)n2)cc1	3	4	0	-3	-2	4	14	-2	-2
C=CCSc1cc(C)nc2c(-c3ccccc3)c(C)nn12	4	2	4	3	1	-2	-11	19	11
CN(C)/C=C1\SC(=S)N(c2ccc(F)cc2)C1=O	-21	-16	-26	-7	-13	11	6	-2	-16
COc1ccccc1C(=O)NCC(=O)OCC(=O)N(CC(C)C)c1c(N)n(Cc2ccccc2)c(=O)[nH]c1=O	-3	7	-3	3	-1	-8	-6	-5	14
Cc1ccccc1C(=O)NC1CCN(CC(=O)NCc2cccs2)CC1	2	3	-9	0	3	-9	-7	10	5
CCOc1ccc(NC(=O)CN(C)C(=O)c2c(C)nn(-c3ccccc3)c2Cl)cc1OCC	-3	4	7	4	5	12	0	-7	-4
c1csc(C2Nc3cccc4cccc(c34)N2)c1	-1	30*	-2	-2	-5	-1	-5	44*	9
CC1(c2ccccc2Cl)NC(=O)N(CC(=O)N2CCc3ccccc32)C1=O (stereo not drawn)	6	8	nt	-4	nt	nt	nt	nt	-5

# (listing goes on)
SMILES	PAFAH2 FP inh	PAFAH1B3 inh	LYPLA2 counter	PAD4 FP inh	LYPLA1 counter	EBNA-1 inh	ZTA DNA inh	GSTO1 inh	PREPL inhibitor
CC(C)n1cc(CN2CCCC(C(=O)Nc3cccc(-c4cc5ccccc5[nH]4)c3)C2)cn1 (stereo not drawn)	-1	6	6	-1	-5	-1	6	-1	13
COc1cc(C2CC(c3ccccc3)=NN2c2ccccc2)ccc1OCC(=O)O (stereo not drawn)	8	9	4	-1	1	0	5	2	9
COc1ccc(-c2cc(-c3n[nH]c(=S)n3-c3ccccc3Cl)[nH]n2)cc1	1	1	-7	6	-3	6	-1	0	-4
Cc1cc(C)nc(-n2nc(C)c3c(C(=O)O)cc(-c4cccc(Br)c4)nc32)n1	4	4	3	3	3	4	12	-2	2
CCOC(=O)c1ccc(NC(=O)CC2Sc3ncnn3C2=O)cc1 (stereo not drawn)	-5	1	-6	-1	-2	2	-2	0	-4
COc1cc2c(cc1OC)CN(CC(=O)Nc1ccccc1C(=O)NC1CC1)CC2	1	2	3	3	4	nt	-5	nt	6
Cc1cc2oc(=O)c(CC(=O)NCCCO)c(C)c2c2occ(C(C)(C)C)c12	10	4	-5	-4	-5	12	0	-4	4
COc1ccc(S(=O)(=O)N2CCC(C(=O)NCCCN3CCOCC3)CC2)cc1	7	8	4	-5	-1	-12	-15	-1	-2
Cc1cc(OCC(O)CN2CCN(c3ccccn3)CC2)cc(C)c1Cl (stereo not drawn)	1	6	1	-4	1	8	6	8	16
COc1cc(OC)c(S(=O)(=O)Nc2ccccc2N2CCOCC2)cc1NC(C)=O	-1	-7	5	1	3	11	1	4	0
COC(=O)c1[nH]c2c(c1C)C(=O)CC(c1ccc(C)cc1)C2 (stereo not drawn)	7	5	0	-1	0	4	-16	5	-28
CCOC(=O)C1CCN(c2nc3ccccc3nc2C(C#N)C(=O)OC(C)C)CC1 (stereo not drawn)	3	4	3	17*	1	-1	-14	3	4
COc1cc(OC)cc(-c2c(-c3cccs3)c3cc(-c4ccc(C(N)=O)cc4)ccc3n2C)c1	7	4	nt	0	nt	nt	nt	nt	10
CCOC(=O)c1cc(-c2ccccc2)n(CC(=O)Nc2ccc(OC)c(OC)c2)c1C	-8	6	7	0	0	1	-1	22	5
Cc1nn(CCO)c(C)c1Oc1ccccc1O	3	6	12	5	8	-1	-10	-2	-4
CCC(Oc1ccccc1)C(=O)Nc1ccc(S(=O)(=O)N2CCOCC2)cc1 (stereo not drawn)	5	6	-9	-3	-6	3	4	2	-4
Cn1c(N)c(C(=O)COC(=O)CNC(=O)c2ccccc2)c(=O)n(C)c1=O	6	9	nt	0	nt	nt	nt	nt	12
O=C(Cn1ccc([N+](=O)[O-])n1)NCc1cccs1	2	0	8	-4	1	8	9	-3	-2
Cc1c(Cl)cccc1NC(=O)CNC(=O)C1CCN(C(=O)Nc2ccccc2)CC1	-9	11	2	-1	1	nt	4	nt	0
N#CC1=C2C=Cc3ccccc3N2CCCC1=O	-7	9	-5	-2	-2	4	4	2	-2

# 4 entries from above in a different format:
Cc1cc(C)nc(-n2nc(C)c3c(C(=O)O)cc(-c4cccc(Br)c4)nc32)n1
- PAFAH2 FP inh: 4
- PAFAH1B3 inh: 4
- LYPLA2 counter: 3
- PAD4 FP inh: 3
- LYPLA1 counter: 3
- EBNA-1 inh: 4
- ZTA DNA inh: 12
- GSTO1 inh: -2
- PREPL inhibitor: 2
CCOC(=O)c1ccc(NC(=O)CC2Sc3ncnn3C2=O)cc1 (stereo not drawn)
- PAFAH2 FP inh: -5
- PAFAH1B3 inh: 1
- LYPLA2 counter: -6
- PAD4 FP inh: -1
- LYPLA1 counter: -2
- EBNA-1 inh: 2
- ZTA DNA inh: -2
- GSTO1 inh: 0
- PREPL inhibitor: -4
COc1cc2c(cc1OC)CN(CC(=O)Nc1ccccc1C(=O)NC1CC1)CC2
- PAFAH2 FP inh: 1
- PAFAH1B3 inh: 2
- LYPLA2 counter: 3
- PAD4 FP inh: 3
- LYPLA1 counter: 4
- EBNA-1 inh: nt
- ZTA DNA inh: -5
- GSTO1 inh: nt
- PREPL inhibitor: 6
Cc1cc2oc(=O)c(CC(=O)NCCCO)c(C)c2c2occ(C(C)(C)C)c12
- PAFAH2 FP inh: 10
- PAFAH1B3 inh: 4
- LYPLA2 counter: -5
- PAD4 FP inh: -4
- LYPLA1 counter: -5
- EBNA-1 inh: 12
- ZTA DNA inh: 0
- GSTO1 inh: -4
- PREPL inhibitor: 4

# Later entries.
SMILES	PAFAH2 FP inh	PAFAH1B3 inh	LYPLA2 counter	PAD4 FP inh	LYPLA1 counter	EBNA-1 inh	ZTA DNA inh	GSTO1 inh	PREPL inhibitor
Cc1ccccc1CN1CCN(S(C)(=O)=O)CC1	1	-5	4	-4	2	1	-4	3	5
COc1ccc(NC(=O)NNC(=O)c2ccc3ccccc3c2O)cc1OC	4	19	11	-2	2	2	18	3	9
Cc1cc(NC(=O)Nc2ccccc2Cl)no1	-3	15	8	-2	0	13	-3	2	-3
CCC(CC)NC(=O)CON=C1c2ccccc2-c2ccccc21	-1	0	-5	-2	-5	7	0	6	-5
CN(Cc1ccco1)C(=O)Cn1nc(-c2ccc(Cl)cc2)ccc1=O	-2	1	5	1	4	-1	0	-10	-6
CCN1CCN(S(=O)(=O)c2ccc(C)c([N+](=O)[O-])c2)CC1	-3	2	3	3	1	-12	-14	4	15
CCOc1ccc(NC(=S)NC(=O)/C=C/c2ccco2)cc1	-1	8	3	1	-1	4	0	5	1
CCOC(=O)N1CCN(C(=O)c2cccc(S(=O)(=O)Nc3ccccc3Cl)c2)CC1	4	6	2	1	-1	nt	-16	nt	-10
Cc1ccc(-c2cc(C(=O)NCCc3ccc(S(N)(=O)=O)cc3)c3ccccc3n2)cc1	-13	9	-11	-4	-3	-6	6	-8	-11
CCOc1ccc(OCCCCNCCN)cc1	nt	nt	-2	-1	-1	-5	-15	3	1
O=C(Nc1nnc(SCc2ccccc2F)s1)c1ccco1	9	3	-2	1	0	-11	-11	-17	0
CCN(Cc1ccccc1)C(=O)CSc1ccccc1C(=O)O	5	7	-6	0	-4	-7	-23	16	-4
O=c1cc(-c2ccc(Cl)c(Cl)c2)[nH][nH]1	-4	-1	2	51*	-5	-6	8	19	9
O=c1c([N+](=O)[O-])c(NCCN2CCCCCC2)c2ccccc2n1-c1ccccc1	1	-5	-1	-1	1	3	-2	5	11
COc1cc(OC)cc(C(=O)N2CC(=O)Nc3ccccc32)c1	-2	2	6	-2	3	1	-22	-4	0
CNC(=O)/C(C#N)=C/c1cn(CC(=O)OC)c2ccccc12	-10	-2	2	1	0	-3	-7	3	-2
NC(=O)c1ccc(NC(=O)c2cccc(Oc3ccccc3)c2)cc1	2	1	2	-4	-2	-5	-27	-2	8
COC(=O)C(C)(C)ONC(=O)Nc1ccc([N+](=O)[O-])cc1	6	5	-6	-4	-2	-1	-15	7	-6
COC(=O)C1CCN(C(=O)C2CCC(=O)N(CCc3cccc(F)c3)C2)CC1 (stereo not drawn)	0	8	2	-4	3	-12	9	0	3
CC(/C=C/C1(O)C(C)CC(=O)CC1(C)C)OC1OC(CO)C(O)C(O)C1O (stereo not drawn)	1	12	9	1	7	-11	6	8	2
O=C(CSc1ccc(-c2cccc([N+](=O)[O-])c2)nn1)N1CCCCCC1	-6	2	6	-4	3	-3	1	11	4
COc1cc(/C=N/NC(=O)c2ccncc2)ccc1OC(=O)c1ccco1	1	3	1	-5	0	-5	5	6	32
CCOc1ccc(C(=O)N2CCN(S(=O)(=O)c3cccs3)CC2)c(OCC)c1	-2	5	-2	-1	3	-8	1	-2	8

# These rows are one share of the data; count on the stated rates, not on these rows.
